GPT2 inh = Primary qHTS assay for inhibitors of Glutamate pyruvate transaminase 2 (GPT2) | Potency, µM (titrated, usually from 57.7 µM), for inactives: at the top dose activity change, negative = inhibition, actives largely listed as inhibitors | Alanine aminotransferase 2 (Homo sapiens), Q8TD30 | actives 0.25% (n = 100,000) | Recombinant GPT2, coupled pyruvate oxidase/HRP Amplex Red fluorescence; further: potency means the concentration at half of the fitted maximal effect; nearly all actives have a fitted effect of over 60% in size; many of its hits are not listed in these tables
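Recombinant GPT2 (10ng/uL) with 250uM a-KG and 2mM L-alanine, 30 min at room temperature, in HEPES pH 7.5 buffer. Pyruvate detected by pyruvate oxidase/HRP/Amplex Red fluorescence after 30 min in the dark; AOA (50uM) as positive control.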
SNCA expr inhib = Primary qHTS assay for inhibitors of alpha-synuclein gene (SNCA) expression. HEK-293 SNCA-luciferase knock-in, luminescence, 24 h. Potency, µM (titrated, usually from 57.2 µM), without a hit: at the top dose activity change, negative = inhibition, most hits filed as inhibitors. actives 0.17% (n = 140,000). AID 1671194, 2021;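 further: potency means the concentration at half of the fitted maximal effect; plate controls were DMSO cells for no effect and cell-free wells for full effect; nearly all actives have a fitted effect of over 45% in size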
3T3 cytotox = Cytotoxic Profiling in NIH 3T3 Cell Line of Diverse Libraries Using Quantitative High-Throughput Screening | actives 4.3% (n = 94,000) | NIH 3T3 viability, CellTiter-Glo ATP luminescence, 48-72 h | Potency, µM (doses to about 96.7 µM), for the others: at the top dose activity change, negative = cytotoxicity, actives largely listed as inhibitors; further: potency means the concentration at half of the fitted maximal effect; nearly all actives have a fitted effect of over 55% in size
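NIH 3T3 cells at 400 cells/well received 23 nL of compound by pintool and were incubated 48 or 72 h at 37 °C. Viability was read as ATP-coupled CellTiter-Glo luminescence.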
HEK cytotox = Cytotoxic Profiling in HEK 293 Cell Line of Diverse Libraries Using Quantitative High-Throughput Screening; HEK 293 viability, ATP luminescence (CellTiter-Glo), 48-72 h; Potency, µM (series often up to 115 µM), for inactives: at the top dose activity change, negative = cytotoxicity, usual class: inhibitors; actives 6.6% (n = 94,000); AID 1345083, 2018; further: potency means the concentration at half of the fitted maximal effect; nearly all actives have a fitted effect of over 60% in size
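Luminescence from cellular ATP, measured with CellTiter-Glo, indicates HEK 293 viability. Cells plated at 250 cells/well are treated with compound for 48 or 72 hr at 37 degree Celsius before reagent addition.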
IP6K1 inhibitor = Primary qHTS assay for small molecule inhibitors of Inositol hexaphosphate kinase 1 (IP6K1) | Inositol hexakisphosphate kinase 1 (Homo sapiens), Q92551 | AID 1645851, 2021 | IP6K1 kinase, ADP-Glo luminescence, 2 h; hits give low values | actives 0.81% (n = 140,000) | activity change, % (series mostly up to about 58 µM); in the data active means activity change below about -25%
Target sequence (Q92551 whole entry, looked up): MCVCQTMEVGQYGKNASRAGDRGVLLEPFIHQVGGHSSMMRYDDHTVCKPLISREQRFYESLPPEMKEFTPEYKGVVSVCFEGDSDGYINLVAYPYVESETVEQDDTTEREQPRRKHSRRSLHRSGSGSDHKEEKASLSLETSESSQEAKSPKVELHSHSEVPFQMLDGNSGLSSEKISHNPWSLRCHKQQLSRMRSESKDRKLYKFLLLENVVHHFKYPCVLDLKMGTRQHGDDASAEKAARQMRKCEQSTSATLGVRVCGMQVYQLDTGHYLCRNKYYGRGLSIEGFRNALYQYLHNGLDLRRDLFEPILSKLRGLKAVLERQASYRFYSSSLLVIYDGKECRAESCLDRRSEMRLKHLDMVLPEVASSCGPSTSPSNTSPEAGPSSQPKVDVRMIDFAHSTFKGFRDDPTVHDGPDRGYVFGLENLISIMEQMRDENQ
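ADP-Glo luminescence measures ADP made by human IP6K1 during a 2 h RT reaction with ATP/IP6 (mix at 1.3 mM/130 uM); top library doses 57.5 and 19.1 uM final.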
SNCA viab count = GF-AFC viability counterscreen for inhibitors of alpha-synuclein gene (SNCA) expression | AID 1671193, 2021 | actives 0.12% (n = 150,000) | Potency, µM (highest dose often 57.1 µM), for the others: at the highest dose activity change, negative = cytotoxicity, usual class: cytotoxic | HEK-293-SNCA-luc viability, GF-AFC fluorescence, 24 h;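 further: potency means the concentration at half of the fitted maximal effect; 0% = DMSO-treated cells and -100% = medium-only wells without cells; nearly all actives have a fitted effect of over 30% in size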
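Cytotoxicity counterscreen: after 24 h compound treatment of genome-edited SNCA-luciferase HEK-293 cells, live-cell protease substrate GF-AFC read by fluorescence after 30 min; activity scaled between DMSO (0%) and medium-only (-100%), curves Hill-fitted.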
FLuc inh = Firefly luciferase inhibition profiling of diverse chemical library using quantitative high-throughput screening; purified P. pyralis luciferase, luminescence, biochemical; Potency, µM (top dose mostly 115 µM), without a hit: at the top dose activity change, negative = inhibition, most hits filed as inhibitors; actives 2.5% (n = 76,000); AID 1347043, 2019; further: potency means the concentration at half of the fitted maximal effect; nearly all actives have a fitted effect of over 65% in size
Target sequence (P08659 whole entry, looked up): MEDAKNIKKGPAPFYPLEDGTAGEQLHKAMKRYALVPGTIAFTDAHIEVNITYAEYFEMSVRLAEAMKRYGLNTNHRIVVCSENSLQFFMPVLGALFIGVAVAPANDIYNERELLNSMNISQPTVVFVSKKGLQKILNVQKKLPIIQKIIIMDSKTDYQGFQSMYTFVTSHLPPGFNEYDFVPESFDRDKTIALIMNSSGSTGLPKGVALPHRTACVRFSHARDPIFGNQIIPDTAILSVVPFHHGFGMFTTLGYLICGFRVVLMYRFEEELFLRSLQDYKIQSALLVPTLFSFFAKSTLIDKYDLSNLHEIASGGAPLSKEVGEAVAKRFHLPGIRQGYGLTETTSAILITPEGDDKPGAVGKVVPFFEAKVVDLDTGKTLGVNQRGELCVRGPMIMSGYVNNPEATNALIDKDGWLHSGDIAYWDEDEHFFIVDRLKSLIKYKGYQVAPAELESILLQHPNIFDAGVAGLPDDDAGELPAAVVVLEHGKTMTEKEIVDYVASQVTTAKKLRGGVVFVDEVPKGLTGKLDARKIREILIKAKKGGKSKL
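Inhibitors were tested against purified firefly luciferase in a biochemical, low-substrate format (both substrates at 10uM) and luminescence measured with a CCD imager.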
* hit, by the source's call; i = inactive; ? = inconclusive; . = not tested or not shown; & = joins results of further samples; [ ] = remark or other dose. Unless noted, the call rests on the fitted dose curve; in most records, active means well fitted curve in the direction sought with a large enough effect; inconclusive means small, poorly fitted or top-dose-only effect, or another doubt; inactive means no such curve, though single readings can be large; an effect the other way counts as inactive or inconclusive. Unless noted, on the % scale 0 is the no-effect control and ±100 the full control effect. A portion of the library, so the mix of outcomes need not match the whole.

1	CCCCCCCCCCCCCCCC(=O)OC[C@@H](NC(=O)C(Cl)Cl)[C@H](O)c1ccc([N+](=O)[O-])cc1
2	CC(C)Oc1ccc(C(=O)N2C[C@@H]3CCN(C)C[C@]3(C(=O)O)C2)cc1
3	O=C(NCCC1CCCCC1)C1CCCN1C(=O)c1cccc(-c2ccccn2)c1 (stereo unspecified)
4	COc1ccccc1Cc1nccc(C2(c3ccccc3Cl)CCNCC2)n1
5	O=C(Cn1nc2c(cc1=O)CCCC2)NC1CCCc2c1[nH]c1ccccc21 (stereo unspecified)
6	CC1=C(c2ccc(C(C)C)cc2)S(=O)(=O)N=C1N1CCC(C(=O)NCc2ccccc2)CC1
7	CC(C)NC(=O)c1ccccc1OCC1CCCN(C2CCC2)C1 (stereo unspecified)
8	Cc1ccc(CSc2nc(=O)c3c(n2C)NC(=O)CC3c2ccc(OC(C)C)cc2)cc1 (stereo unspecified)

screen / no.	1	2	3	4	5	6	7	8
GPT2 inh	-27%	i	i	2%[11.5 µM]	i	.	-16%	.
SNCA expr inhib	-2%	1%	-7%	2%	4%	-21%	-13%	-18%
3T3 cytotox	.	?	?	22µM*	i	.	-1%	.
HEK cytotox	.	i	?	?	-7%	.	-29%	.
IP6K1 inhibitor	.	-7	-6	-13	-18	-12	-9	2
SNCA viab count	4%	-5%	-19%	-16%	1%	5%	9%	-5%
FLuc inh	.	0%	.	5%	5%	.	-7%	.

Copied from the list.
entry 4 | SNCA viab count = -16%
entry 5 | IP6K1 inhibitor = -18
entry 7 | HEK cytotox = -29%
entry 3 | IP6K1 inhibitor = -6

The listing continues:
9	Cc1ccc(C(=O)COC(=O)C(Cc2c[nH]c3ccccc23)NC(=O)c2ccc(C(C)(C)C)cc2)cc1 (stereo unspecified)
10	Cc1noc([C@@H]2CN(C(=O)c3ccnn3C)C[C@H]2COCC2CC2)n1
11	CC(O)c1cc2n(n1)CCN(CCS(=O)(=O)c1ccccc1)C2 (stereo unspecified)
12	O=C(NCCc1ccncc1)C1CN(C(=O)c2ccc(F)c(F)c2)CC12CCOCC2 (stereo unspecified)
13	O=C(Nc1ccc2oc(-c3cccc(Cl)c3Cl)nc2c1)c1cccc(Br)c1
14	COc1ccc(OC)c(-c2nc(C(N)=O)c3c(n2)n(-c2ccc4c(c2)OCO4)c(=O)n3C)c1
15	N#Cc1cccnc1-c1cccc(C(=O)NCCNC(=O)c2cccc(Cl)c2)c1
16	Cc1ccccc1C(=O)N(Cc1ccc(N(C)C)cc1)CC1CCCO1 (stereo unspecified)

screen / no.	9	10	11	12	13	14	15	16
GPT2 inh	.	-4%	-10%	?	.	.	2%	.
SNCA expr inhib	?	16%	-1%	-4%	3%	-8%	8%	-11%
3T3 cytotox	.	-6%	-2%	-9%	.	.	?	.
HEK cytotox	.	3%	-20%	-11%	.	.	?	.
IP6K1 inhibitor	2	6	23	4	-3	15	-2	-8
SNCA viab count	7%	2%	1%	6%	9%	4%	-34%	-2%
FLuc inh	.	4%	11%	-9%	.	.	.	.

In another format: entries from further up.
Results follow in this order: GPT2 inh | SNCA expr inhib | 3T3 cytotox | HEK cytotox | IP6K1 inhibitor | SNCA viab count | FLuc inh
9	Cc1ccc(C(=O)COC(=O)C(Cc2c[nH]c3ccccc23)NC(=O)c2ccc(C(C)(C)C)cc2)cc1 (stereo unspecified)
 : . | ? | . | . | 2 | 7% | .
10	Cc1noc([C@@H]2CN(C(=O)c3ccnn3C)C[C@H]2COCC2CC2)n1
 : -4% | 16% | -6% | 3% | 6 | 2% | 4%

Further results.
17	CCOC(=O)c1ccc(NC(=O)Cn2nc3n(c2=O)CCCCC3)cc1
18	Cc1cc(C(=O)N[C@H](C)c2onc(-c3ccc(F)cc3)c2C(=O)O)nn1C
19	COc1cc(OC)c(NC(c2nnc(-c3ccccc3)o2)c2ccc(F)cc2Cl)cc1Cl (stereo unspecified)
20	N#Cc1ccc(S(=O)(=O)N2CCCC(CO)CCNC(=O)CC2)cc1 (stereo unspecified)
21	O=C1N2CCCC2CN1C1CCN(Cc2ccc3ccccc3c2)CC1 (stereo unspecified)
22	CN(Cc1cccc(C(F)(F)F)c1)Cc1cccc(C(F)(F)F)c1
23	Cc1ccc(-c2noc(CN(C(=O)COc3cc(C)cc(C)c3C)C(C)C)n2)cc1
24	CN(C)S(=O)(=O)N(CC(=O)Nc1ccc(Br)cc1F)c1ccccc1

screen / no.	17	18	19	20	21	22	23	24
GPT2 inh	3%	-1%[88.5 µM]	.	i	?	-21%	.	.
SNCA expr inhib	-6%	11%[87.6 µM]	?	-8%	86%[activator]	16%	-9%	-9%
3T3 cytotox	-2%	i	.	-13%	?	-4%	.	.
HEK cytotox	-1%	i	.	-1%	?	-4%	.	.
IP6K1 inhibitor	22	18	-16	-3	15	9	-4	7
SNCA viab count	-4%	-4%[87.6 µM]	-29%	1%	1%	4%	4%	?
FLuc inh	3%	1%[172 µM]	.	-1%	2%	.	.	.

Full records, quoted from the list:
`Cc1ccc(-c2noc(CN(C(=O)COc3cc(C)cc(C)c3C)C(C)C)n2)cc1` in the list: GPT2 inh = .; SNCA expr inhib = -9%; 3T3 cytotox = .; HEK cytotox = .; IP6K1 inhibitor = -4; SNCA viab count = 4%; FLuc inh = .
`Cc1cc(C(=O)N[C@H](C)c2onc(-c3ccc(F)cc3)c2C(=O)O)nn1C` in the list: GPT2 inh = -1%[88.5 µM]; SNCA expr inhib = 11%[87.6 µM]; 3T3 cytotox = i; HEK cytotox = i; IP6K1 inhibitor = 18; SNCA viab count = -4%[87.6 µM]; FLuc inh = 1%[172 µM]

(further entries)
25	CC1(C)CCC(C)(C)c2cc3c(cc21)Sc1ccccc1N=C3c1ccc(C(=O)O)cc1
26	COc1ccc(CC(=O)NCc2cccc(SC)c2)cc1
27	O=C(NC1CCN(Cc2cccc(-c3cccs3)c2)CC1)c1cccnc1
28	CCOc1cc(C2c3c(oc4ccccc4c3=O)C(=O)N2c2ccccn2)ccc1O (stereo unspecified)
29	Cc1ccccc1OCC(=O)Nc1ccc(-c2nc3cc(Cl)cc(Cl)c3o2)cc1
30	O=C(c1ccc(F)cc1)N1Cc2[nH]cnc2C[C@H]1c1nc(-c2ccc3c(c2)OCO3)no1
31	Cc1cc(C(=O)N[C@@H]2CN(Cc3cccnc3)C[C@H]2CN(C)C)n(C)n1
32	O=C1[C@H]2CN(Cc3cc(F)cc(F)c3)C[C@H]2C(=O)N1CCc1ccccc1

screen / no.	25	26	27	28	29	30	31	32
GPT2 inh	?	-16%	2%	.	.	i	2%	3%
SNCA expr inhib	.	?	1%	0%	27%	?	-18%	-27%
3T3 cytotox	.	?	?	.	.	?	i	?
HEK cytotox	.	-16%	?	.	.	?	i	?
IP6K1 inhibitor	12	-6	-3	12	-8	-12	-4	-9
SNCA viab count	-10%	8%	-4%[12.5 µM]	-2%	15%	-10%[87.6 µM]	-2%	-8%
FLuc inh	.	?	.	.	.	32µM*	12%	16%

33	CCc1cccc(N2C(=O)N(CC(=O)NCc3cccc(OC)c3OC)c3ccccc3S2(=O)=O)c1
34	COCCn1c(COc2ccc3c(c2)ncn3C)nnc1C1CC(N)C1 (stereo unspecified)
35	CCc1nncn1C1CCN(C(=O)c2ccc(C)c(C)c2)CC1
36	COC(=O)c1ccc(NC(=O)CN(c2cccc(C(F)(F)F)c2)S(C)(=O)=O)cc1
37	CCCCc1ncc(CN2CCN(C3CCCC3)C(CCO)C2)[nH]1 (stereo unspecified)
38	CN1CCOc2c(C(=O)NCCc3cnc[nH]3)cc(-c3ccccc3F)cc21
39	O=C(Cc1c[nH]c2ncc(-c3cccnc3)cc12)NC1CC1
40	COCCNC(=O)c1cc2n(n1)CCCN(Cc1ccc(C)cc1)C2=O

screen / no.	33	34	35	36	37	38	39	40
GPT2 inh	.	3%	i	.	i	2%[88.5 µM]	0%[88.5 µM]	.
SNCA expr inhib	?	-5%	-11%	-23%	24%	-17%[87.6 µM]	1%[87.6 µM]	-2%
3T3 cytotox	.	-14%	-16%	.	-30%	?	71µM*	.
HEK cytotox	.	4%	-7%	.	?	89µM*	-19%[230 µM]	.
IP6K1 inhibitor	18	8	-12	21	-4	-9	-11	-17
SNCA viab count	-14%	6%	-3%	4%	-9%	-20%[87.6 µM]	0%[87.6 µM]	9%
FLuc inh	.	4%	-16%	.	0%	10%[172 µM]	6%[230 µM]	.

41	CC1(C)[C@H]2CC[C@@H](CNC(=O)c3ccc(C(F)(F)F)cc3)[C@@H]1C2
42	CC(CCc1ccc(O)cc1)NCCc1ccc(O)c(O)c1 (stereo unspecified)
43	O=C1Cc2c(-c3ccccc3Cl)n[nH]c2CN1Cc1ccccn1
44	CCc1ccc(NC(=O)c2cc(C)nn2-c2ccccc2)cc1
45	CCSCCNC(=O)c1c(C)noc1-c1cccc(F)c1
46	Cn1ccnc1C(O)c1cc2n(n1)CCN(Cc1ccc(CO)o1)C2 (stereo unspecified)
47	O=C(CC1CCCN(c2cnn(CC3CC3)c(=O)c2)C1)NCCc1ccncc1 (stereo unspecified)
48	COc1ccc(OC)c(S(=O)(=O)NCc2cccn2Cc2cccc(C)c2)c1

screen / no.	41	42	43	44	45	46	47	48
GPT2 inh	1%&1%[88.5 µM]	?	-16%[88.5 µM]	.	-1%	-25%	i	.
SNCA expr inhib	-5%&-1%[87.6 µM]	?	5%[87.6 µM]	13%	-17%	-13%	4%	3%
3T3 cytotox	?	.	79µM*	.	-3%	-13%	4%	.
HEK cytotox	?	.	-13%[172 µM]	.	i	i	13%	.
IP6K1 inhibitor	7&7	-11	2	0	9	-4	14	-1
SNCA viab count	-3%&-1%[87.6 µM]	-17%	11%[87.6 µM]	6%	2%	-8%	0%	1%
FLuc inh	-9%&5%[172 µM]	.	4%[172 µM]	.	-4%	0%	0%	.

49	OCC1CN(c2ccncn2)CC12CCN(Cc1cc(F)c(F)c(F)c1)CC2 (stereo unspecified)
50	O=C(CCn1c(=O)c2sccc2n(Cc2ccc(F)cc2Cl)c1=O)NCc1ccc2c(c1)OCO2
51	COc1cccc(N(CC(=O)N2CCC(C)CC2)S(=O)(=O)c2ccc(C)cc2)c1
52	Cn1ccnc1C(=O)N1CCCN(C(=O)C2CC2)c2ccccc21

screen / no.	49	50	51	52
GPT2 inh	-1%	.	.	0%
SNCA expr inhib	-23%	-18%	1%	10%
3T3 cytotox	-38%	.	.	-11%
HEK cytotox	?	.	.	-1%
IP6K1 inhibitor	42	0	2	5
SNCA viab count	7%[12.5 µM]	10%	?	5%
FLuc inh	-11%	.	.	-1%
